Bioassay records: PubChem, National Center for Advancing Translational Sciences (NCATS)
BRCA1 expr up = qHTS Assay to Identify Small Molecule Activators of BRCA1 Expression; AID 624202, 2012; Potency, µM (series often up to 46.1 µM), for inactives: top-dose activation, hits mostly activators; MCF7-BRCA1-FFLuc reporter, luminescence, 48 h; response scale: scaled: vehicle 0%, 10 µM genistein 100%; actives 1.1% (n = 380,000); note: nearly all actives have a fitted effect of over 80% in size; some results filed as inactive show a strong effect at the top dose
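48 h compound treatment of MCF7-BRCA1-FFLuc cells (phenol-red free MEM, 37 °C), then 15 min with luciferase substrate and luminescence imaging.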
Integrin act MD = qHTS for Activators of Integrin-Mediated Alleviation for Muscular Dystrophy | alpha7betagal myoblasts, beta-gal FDG fluorescence, 48 h | Potency, µM (doses to about 38.3 µM), for inactives: at the highest dose activation, actives largely listed as activators | actives 0.064% (n = 350,000);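 note: 100% = response of the positive control SU9516; nearly all actives have a fitted effect of over 60% in size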
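Alpha7betagal+/- myoblasts (passage 13) were plated 16-24 hr, then exposed to compounds (1:260 dilution of DMSO stock) for 48 hours at 37C. After MPER lysis, β-galactosidase reporter activity was read as FDG fluorescence (ex 480/em 540) after 30 minutes.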
* hit, by the source's call; ? = inconclusive; & = joins results of further samples; [ ] = remark or other dose. Calls come from the whole dose curve; as a rule, active = well fitted activation curve with a large enough effect; inconclusive = small, poorly fitted or top-dose-only effect; inactive = no such curve, though single readings can be large or run the other way. Potency is the fitted concentration of half-maximal effect. A portion of the library; the hit share may differ from the screen's.

Values run as follows: BRCA1 expr up, Integrin act MD
O=C1CCCCc2cc(O)c(O)cc21
    -26.4%, -21.8%
CCN(CC)C(=O)C1=C(C)N(CCCN2CCCC2=O)C(=O)C(CC(=O)NCc2ccco2)C1 (stereo not given)
    -1.8%, 21.2%
CC1=C(C(=O)N2CCOCC2)CC(CC(=O)NCc2cccs2)C(=O)N1CCC1=CCCCC1 (stereo not given)
    2.5%, 8.2%
Nc1ccc(Oc2ccc(N)c([N+](=O)[O-])c2)cc1[N+](=O)[O-]
    4.4%, 8.4%
Cc1ccnc(NCc2cc(Cl)ccc2O)c1
    77.6%, 3.7%
COc1ccc(CCN2CC(C(=O)NCc3ccon3)CCC2=O)cc1 (stereo not given)
    9.6%, 1.8%
CCCS(=O)(=O)c1nc(S(=O)(=O)c2ccc(C)cc2)c(N2CCCCC2)s1
    -7.9%, -30.8%
C[C@H]1CN([C@@H](C)CO)S(=O)(=O)c2ccc(Br)cc2O[C@H]1CN(C)C(=O)c1cccnc1
    -14.4%, -16.0%
CC1(C)Cc2cccc(OCC(=O)OCC(=O)Nc3ccc(S(N)(=O)=O)cc3)c2O1
    -0.7%, -2.0%
N=c1c2ccccc2nc2n1CCCCCCC2
    -4.8%, -15.5%
COc1ccc(OC)c(C=NN=Cc2cc(OC)ccc2OC)c1
    -14.9%, 14.3%
COc1ccc(S(=O)(=O)N2CCN(CC(=O)c3c(N)n(C)c(=O)n(C)c3=O)CC2)cc1OC
    1.6%, 3.4%
N#CCSc1ccccc1NC(=O)CN1C(=O)NC(CCc2ccccc2)C1=O (stereo not given)
    -6.2%, -12.2%
CC1CCN(S(=O)(=O)c2cccc(C(=O)NC3CCS(=O)(=O)C3)c2)CC1 (stereo not given)
    -16.1%, 6.9%
NC(=O)c1ccsc1NC(=O)COC(=O)Cc1ccc(F)cc1
    -2.1%, -6.6%
O=C(O)c1ccccc1C(=O)OCC1CCC(=NO)CC1 (stereo not given)
    15.9%, 6.7%
COc1cccc(/C=C2\SC(=S)N(CCCC(=O)Nc3cccc(C(=O)O)c3)C2=O)c1
    -30.0%, -7.7%
COc1ccc(CCNC(=O)c2c(O)c3cc(OC)c(OC)cc3[nH]c2=O)cc1OC
    -1.7%, -15.2%
CCOc1ccccc1NC(=O)CCNC(=O)C1CCN(S(=O)(=O)c2ccccc2)CC1
    10.0%, -6.7%
CCOc1ccc(C(=O)N[C@H](C(=O)N2CCN(c3ncccn3)CC2)C(C)C)cc1
    -6.6%, -1.5%
CC(=NNC(=S)N1CCCC1)c1ccccn1
    -54.9%, ?
COc1ccc(CN2C(=O)C(CC(=O)NC3CCCCC3)CC(C(=O)N(C(C)C)C(C)C)=C2C)cc1 (stereo not given)
    5.5%, -6.1%
CCNC(=S)N1CCC(C(=O)c2ccc(F)cc2)CC1
    1.0%, 5.5%
CNC[C@@H]1OCc2ccccc2-c2ccccc2C(=O)N([C@@H](C)CO)C[C@@H]1C
    3.3%, 2.6%
Cc1cccc(C)c1OCCOC(=O)c1ccc(S(=O)(=O)N2CCCC2)cc1
    5.8%, -3.6%
O=C(CCc1ccc(O)cc1)NN=Cc1ccc2c(c1)OCO2
    0.0%, -11.7%
COC(=O)c1c(C(=O)OC)c2c(-c3ccccc3)cc3cccc1n32
    -18.6%, 16.6%
COc1ccc([C@H]2N[C@]3(CCCN(Cc4ccccc4)C3=O)[C@H]3C(=O)N(Cc4ccccc4)C(=O)[C@@H]23)cc1
    6.4%, 11.9%
Cc1cc(NC(=O)CN2C(=O)/C(=C/c3ccc(C(C)C)cc3)SC2=S)no1
    12.7%, 8.3%
CCn1cc(/C=C(\NC(=O)c2ccc(OC)cc2)C(=O)NCCCn2ccnc2)c2ccccc21
    -8.5%&-8.8%, -2.5%
O=C(NCc1ccccc1)c1ccc(S(=O)(=O)N2CCCCCC2)cc1
    0.5%, -12.9%
COCCNC(=O)c1nn2c(C(F)(F)F)cc(-c3ccccc3)nc2c1Br
    -8.3%, -0.6%
Cc1[nH]nc2c(=S)[nH]c(=O)[nH]c12
    5.3%, -2.7%
COc1ccc(N2CCN(C(=O)CSc3nnc(C4CC4)n3C3CC3)CC2)cc1
    16.0%, 17.0%
CCOC(=O)c1c(C)[nH]c(C)c1C(=O)COC(=O)/C=C/c1cccc([N+](=O)[O-])c1
    -1.3%, 4.1%
CCc1ccc(NC(=O)CSc2nc(C)cs2)cc1
    26.9%, -11.9%
COc1cccc(-c2nnn(CC(=O)N(C3CCCCC3)C3CCS(=O)(=O)C3)n2)c1 (stereo not given)
    -4.6%, -17.7%
C[C@@H]1CN([C@H](C)CO)C(=O)CCCn2nncc2CO[C@@H]1CN(C)C(=O)NC1CCCCC1
    1.7%, -3.8%
NC(=O)CN1C(=O)C2C3CCC(C3)C2C1=O (stereo not given)
    -10.5%, 8.1%
CN(C(=O)COc1ccccc1)c1ccc([N+](=O)[O-])cc1
    -6.2%, 19.2%
O=[N+]([O-])c1ccc(-c2csc(COc3ccccc3)n2)cc1
    21.8%, 15.6%
CC(=NCc1ccccc1)c1ccc(O)cc1O
    9.1%, 0.5%
COc1ccc(S(=O)(=O)N2CCOCC2)cc1NC(=O)CCCOc1ccc(C(C)=O)cc1
    -2.7%, -13.1%
CCN1C(=O)[C@H]2[C@@H](c3ccccc3)N[C@]3(CCCN(Cc4ccccc4)C3=O)[C@H]2C1=O
    2.0%, -9.1%
COc1ccc(Cc2nc3ccc(C(=O)N(C)Cc4nccn4C)cc3o2)cc1
    6.4%, 3.6%
COc1ccc(NC(=O)C[C@@H]2C(=O)N(c3ccc(OC)cc3)CC2(C)C)cc1
    -10.1%, 9.8%
N#CCCN(Cc1ccccc1)C(=O)CCC(=O)c1ccc(F)cc1
    -4.6%, 0.8%
COc1cc(C(C)=O)ccc1OCC(=O)NCc1ccccc1CN1CCCC1
    -4.5%, -20.6%
CSc1ncnc2c1ncn2CCCNCC(c1ccccc1)c1ccccc1
    2.3%, 6.2%
O=C(OCc1cn([C@@H]2CN(Cc3cccs3)[C@@H](c3ccccc3)C[C@H]2O)nn1)c1ccccc1
    -10.2%, -0.1%
C=C1C(=O)N(C)CCC1C(CC)C(=O)OC (stereo not given)
    -5.8%, 28.2%
Cc1nn(CC(=O)NC2CC2)c(C)c1S(=O)(=O)N(C)C
    2.3%, 6.8%
Cc1cn([C@H]2C[C@H](O)[C@@H](CNCc3cccn3-c3ccncc3)O2)c(=O)[nH]c1=O
    9.5%, 7.4%
Cc1cc(C(=O)COC(=O)c2ccc(NC(=O)CC#N)cc2)c(C)n1CC(F)(F)F
    ?, -8.8%
CNC[C@@H]1OCc2ccccc2-c2ccccc2C(=O)N([C@H](C)CO)C[C@@H]1C
    6.1%, 1.2%
Cc1ccnn1CCC(=O)N1CCCC(Nc2ccc(C(C)C)cc2)C1 (stereo not given)
    1.3%, 22.6%
C#CCOCC1CN(c2ccccc2)C(=O)O1 (stereo not given)
    0.2%, 1.0%
COc1cc(Cc2cc(OC)c(O)c(OC)c2)cc(OC)c1O
    -39.1%, -19.2%
CC(=O)Nc1ccc2c3c(ccc([N+](=O)[O-])c13)CC2
    30.2%, 8.9%
COC(=O)C[C@@H]1C[C@@H]2c3cc(NC(=O)NC4CCCCC4)ccc3O[C@@H]2[C@H](CO)O1
    20.4%, 4.1%

Whole records, quoted from the list.
CSc1ncnc2c1ncn2CCCNCC(c1ccccc1)c1ccccc1 reads BRCA1 expr up = 2.3%; Integrin act MD = 6.2%
CC(=O)Nc1ccc2c3c(ccc([N+](=O)[O-])c13)CC2 reads BRCA1 expr up = 30.2%; Integrin act MD = 8.9%

19 compounds out of the list, arranged by length of the SMILES, ascending:
Values run as follows: BRCA1 expr up, Integrin act MD
CC(=NCc1ccccc1)c1ccc(O)cc1O
    9.1%, 0.5%
C=C1C(=O)N(C)CCC1C(CC)C(=O)OC (stereo not given)
    -5.8%, 28.2%
CCc1ccc(NC(=O)CSc2nc(C)cs2)cc1
    26.9%, -11.9%
NC(=O)CN1C(=O)C2C3CCC(C3)C2C1=O (stereo not given)
    -10.5%, 8.1%
COc1cc(Cc2cc(OC)c(O)c(OC)c2)cc(OC)c1O
    -39.1%, -19.2%
CSc1ncnc2c1ncn2CCCNCC(c1ccccc1)c1ccccc1
    2.3%, 6.2%
N#CCCN(Cc1ccccc1)C(=O)CCC(=O)c1ccc(F)cc1
    -4.6%, 0.8%
Cc1ccnn1CCC(=O)N1CCCC(Nc2ccc(C(C)C)cc2)C1 (stereo not given)
    1.3%, 22.6%
O=[N+]([O-])c1ccc(-c2csc(COc3ccccc3)n2)cc1
    21.8%, 15.6%
O=C(NCc1ccccc1)c1ccc(S(=O)(=O)N2CCCCCC2)cc1
    0.5%, -12.9%
COCCNC(=O)c1nn2c(C(F)(F)F)cc(-c3ccccc3)nc2c1Br
    -8.3%, -0.6%
COc1ccc(N2CCN(C(=O)CSc3nnc(C4CC4)n3C3CC3)CC2)cc1
    16.0%, 17.0%
COc1ccc(NC(=O)C[C@@H]2C(=O)N(c3ccc(OC)cc3)CC2(C)C)cc1
    -10.1%, 9.8%
COc1cccc(-c2nnn(CC(=O)N(C3CCCCC3)C3CCS(=O)(=O)C3)n2)c1 (stereo not given)
    -4.6%, -17.7%
CNC[C@@H]1OCc2ccccc2-c2ccccc2C(=O)N([C@H](C)CO)C[C@@H]1C
    6.1%, 1.2%
Cc1cn([C@H]2C[C@H](O)[C@@H](CNCc3cccn3-c3ccncc3)O2)c(=O)[nH]c1=O
    9.5%, 7.4%
C[C@@H]1CN([C@H](C)CO)C(=O)CCCn2nncc2CO[C@@H]1CN(C)C(=O)NC1CCCCC1
    1.7%, -3.8%
COC(=O)C[C@@H]1C[C@@H]2c3cc(NC(=O)NC4CCCCC4)ccc3O[C@@H]2[C@H](CO)O1
    20.4%, 4.1%
CCN1C(=O)[C@H]2[C@@H](c3ccccc3)N[C@]3(CCCN(Cc4ccccc4)C3=O)[C@H]2C1=O
    2.0%, -9.1%

(more compounds)
Values run as follows: BRCA1 expr up, Integrin act MD
O=C(CN1C(=O)NC2(CCc3ccccc32)C1=O)NC1CCCCC1 (stereo not given)
    -0.5%, -11.0%
Cc1cccc(-c2cc3nc(C)cc(=O)n3[nH]2)c1
    38.8%, 3.0%
O=c1c2ccccc2sn1-c1ccc(Cl)cc1Cl
    16.2%, -44.4%
COc1ccc([C@H]2C[C@H](n3cc(C4CC4)nn3)[C@@H](O)CN2CC2CCCCC2)cc1
    -39.9%, -51.2%[inhibitor]
CC(C)NC(=O)N(C)C[C@@H]1Oc2cc(C#Cc3ccccn3)ccc2S(=O)(=O)N([C@@H](C)CO)C[C@H]1C
    -6.4%, 3.8%
Cc1ccc(S(=O)(=O)N2C[C@H]3[C@H]4C(=O)N(c5ccccc5)C(=O)[C@H]4C[C@H](OC(=O)Nc4c(C)noc4C)[C@@]3(O)C2)cc1
    -2.7%, 8.9%
C[C@@H]1CCCCO[C@@H](CN(C)Cc2ccccc2)[C@@H](C)CN([C@H](C)CO)C(=O)c2cc(NC(=O)Nc3cccc4ccccc34)ccc2O1
    -3.6%, -17.9%
NS(=O)(=O)c1ccc(CCNC(=O)c2cc(S(=O)(=O)N3CCCCC3)ccc2Cl)cc1
    -18.8%, 12.1%
Cc1nc(-c2ccc(F)cc2)c(CC(=O)N(C)CC(=O)Nc2cccc(F)c2)s1
    15.0%, -8.1%
c1ccc(SC23CC4CC(CC(C4)C2)C3)nc1
    11.5%, 15.8%
Cc1ccc(N2CC(C(=O)Nc3cccc(S(=O)(=O)N4CCOCC4)c3)CC2=O)cc1 (stereo not given)
    3.9%, -16.6%
CC(=O)c1ccccc1NC(=O)COC(=O)C1COc2ccccc2O1 (stereo not given)
    -2.9%, 2.3%
Cc1ccc([C@H]2C[C@@H](O)[C@H](n3cc(C4CC4)nn3)CN2C(=O)C2CCCCC2)cc1
    -3.0%, 5.7%
CN(CCc1ccccc1)C(=O)CC1C(=O)NCCN1Cc1ccccn1 (stereo not given)
    -3.1%, -12.4%
C[C@@H]1CN([C@@H](C)CO)C(=O)c2cc(C3=CCCCC3)cnc2O[C@H]1CN(C)C(=O)Nc1cccc(F)c1
    2.2%, -13.2%
CC(=Cc1ccccc1)C(=O)c1ccccc1
    1.7%, 4.4%
C[C@@H]1CN([C@@H](C)CO)C(=O)CCCn2nncc2CO[C@H]1CN(C)Cc1ccccc1C(F)(F)F
    -21.2%, -8.4%
C[C@H](CO)N1C[C@H](C)[C@@H](CN(C)C(=O)Cc2ccccc2)OCc2cnnn2CCCC1=O
    14.3%, 21.1%
CCCCc1c(O)nc(SCC(=O)N2CCOCC2)n(-c2ccc(C)cc2)c1=O
    24.0%, -20.9%
